High-throughput results: PubChem BioAssay, National Center for Advancing Translational Sciences (NCATS)
KB-3-1 tox = kills parental KB-3-1 adenocarcinoma cells | KB-3-1 viability, CellTiter-Glo ATP luminescence, 72 h | Potency, µM (titrated, usually from 46.1 µM), without a hit: at the highest dose activity change, negative = cytotoxic, hits mostly cytotoxic | 400,000 compounds, 1.4% hits; further: potency means the concentration at half of the fitted maximal effect; on the % scale 0 is the no-effect control and ±100 the full control effect; nearly all actives have a fitted effect of over 60% in size
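Parental KB-3-1 adenocarcinoma cells in phenol-red-free DMEM with 10% FBS were pin-treated with compounds at several concentrations, incubated 72 h at 37 °C, and viability read by CellTiter-Glo luminescence; concentration-effect curves were fitted after normalization.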
IL1B secr inh = inhibitors of inflammasome signaling (IL-1 beta secretion); THP-1 LPS/ATP IL-1B secretion, AlphaLISA, 16 h; hits give low values; activity change, % at 57.5 µM; 360,000 compounds, 4.7% hits; AID 743279; in the data active means activity change below about -50%; inconclusive means mostly about -30% to -49%; further: on the % scale 0 is the no-effect control and ±100 the full control effect
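THP-1 cells pretreated 1 hr with compounds (up to 57.5 uM final), then stimulated with LPS (250 ng/mL final) plus ATP (1.25 mM final); secreted IL-1B measured by AlphaLISA after 16 hr, decreased signal indicating inhibition.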
ATXN viability = reduces viability in counter-screen for ATXN expression inhibitors | S2 cells (HEK-293 line with an ATXN2-luciferase reporter) viability, CellTiter-Fluor protease fluorescence, 24 h | Potency, µM (top dose mostly 56.7 µM), most hits filed as cytotoxic | 400,000 compounds, 0.49% hits | AID 651635; further: potency means the concentration at half of the fitted maximal effect; nearly all actives have a fitted effect of over 40% in size
HT1080 IDH1KD tx = kills HT-1080 cells with IDH1 knockdown; Potency, µM (highest dose often 46.1 µM), for inactives: at the highest dose activity, negative = toxicity, hits mostly cytotoxic; 360,000 compounds, 2% hits; HT-1080 IDH1 knockdown viability, ATP luminescence, 48 h;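 further: potency means the concentration at half of the fitted maximal effect; 0% = DMSO wells and -100% = cell-free medium wells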
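HT-1080-IDH1KD cells (IDH1 knocked down), 750/well in RPMI with 5% FBS, treated with compound 48 h at 37 degrees C. Viability by CellTiter-Glo luminescence, normalised to DMSO and no-cell wells; concentration-response curves classed.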
HT1080NT lethal = kills 2HG-producing HT-1080-NT fibrosarcoma cells; HT-1080-NT fibrosarcoma viability, CellTiter-Glo ATP luminescence, 48 h; Potency, µM (top dose mostly 46.1 µM), for inactives: top-dose activity, negative = less viability, hits mostly cytotoxic; 360,000 compounds, 1.6% hits; AID 686970;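 further: NT is the 2HG producing partner of a matched IDH1 knockdown line; potency means the concentration at half of the fitted maximal effect; 0% = DMSO-treated cells and -100% = media-only wells without cells; nearly all actives have a fitted effect of over 55% in size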
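HT-1080-NT; 750 cells/well; 5% FBS RPMI; 48 h compound, 37 degrees C; CellTiter-Glo luminescence; curve fitting and curve-class assignment.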
HepG2 viability = kills HepG2 cells in TGF-b inhibitor counter-screen | HepG2 CAGA-GFP viability, ATP luminescence, 18 h | Potency, µM (titrated, usually from 46.1 µM), for the others: at the highest dose activity change, negative = cytotoxicity, hits mostly cytotoxic | 410,000 compounds, 0.76% hits | AID 588856; further: potency means the concentration at half of the fitted maximal effect; some results filed as inactive show a strong effect at the top dose
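CellTiter-Glo luminescence gave cytotoxicity after 18 hours at 37 degrees C. The cells were HepG2 CAGA-GFP in 1% FBS DMEM, stimulated with 500 pg/mL TGF-beta after compound addition. %Activity was normalised to no-cell wells (complete cell-killing) and DMSO (no toxicity), and curves were fitted and classified.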
ATXN2 expr inh = inhibitors of ATXN2 expression. HEK-293 ATXN2-luciferase reporter, luminescence, 24 h. Potency, µM (doses to about 57 µM), inactives show top-dose activity change, negative = inhibition, hits mostly inhibitors. 360,000 compounds, 0.72% hits. AID 1745845; further: potency means the concentration at half of the fitted maximal effect; on the % scale 0 is the no-effect control and ±100 the full control effect; nearly all actives have a fitted effect of over 55% in size
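ATXN2-luciferase reporter cells (luciferase flanked by upstream and downstream ATXN2 gene portions) were treated 24 h at 37 °C with compounds at up to 57 uM. SteadyGlo luminescence gave expression; GF-AFC fluorescence gave viability.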
SW480 rereplic = inducers of DNA re-replication in SW480 colon cancer cells; 340,000 compounds, 1.8% hits; Potency, µM (titrated, usually from 46.1 µM), for inactives: at the highest dose re-replication activation, actives largely listed as activators; SW480 DNA re-replication, Hoechst DNA content imaging, 48 h; further: potency means the concentration at half of the fitted maximal effect; % of control where 0% means no effect; nearly all actives have a fitted effect of over 55% in size
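SW480 cells exposed to compounds for 48 hr at 37 C, 5% CO2, then Hoechst-stained 40 min. Nuclear DNA content imaged by fluorescence scanning (405 nm excitation, 500-530 nm emission); re-replication scored as increased high-intensity nuclei.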
MCF10A rerep = induces DNA re-replication in MCF 10a normal breast cells; 350,000 compounds, 2.9% hits; MCF 10A DNA re-replication, Hoechst nuclear intensity, 48 h; Potency, µM (titrated, usually from 46.1 µM), inactives show top-dose activity, positive = re-replication, most hits filed as activators; further: potency means the concentration at half of the fitted maximal effect; % of control where 0% means no effect; nearly all actives have a fitted effect of over 50% in size
The depositor's hits bear a star; i = inactive; ? = inconclusive; . = no result given; [ ] = remark or other dose. Unless noted, the call rests on the fitted dose curve; in most records, active means well fitted curve in the direction sought with a large enough effect; inconclusive means small, poorly fitted or top-dose-only effect, or another doubt; inactive means no such curve, though single readings can be large; an effect the other way counts as inactive or inconclusive.

1) COc1ccc(C(=O)NC(C)CCCC(C)(C)O)cc1OC1CCN(C(C)=O)CC1 (stereo not given)
2) Fc1ccccc1Sc1ccccc1CNC1=NCCN1
3) N#CC1=C(S)N=C(N)C(c2nc(-c3ccccc3)cs2)C12CCCCC2 (stereo not given)
4) CCOc1ccc(NC(=O)c2cc(S(=O)(=O)N3CCC(C)CC3)cn2C)cc1
5) CCCCn1c(N)c(N(CC(C)C)C(=O)c2cc(Cl)nc3ccccc23)c(=O)[nH]c1=O
6) CCCCNc1ccc(S(=O)(=O)c2cccc([N+](=O)[O-])c2)cc1[N+](=O)[O-]
7) O=C1CC(c2ccccc2)CC(O)=C1C=NCCN1CCN(C(=S)Nc2cccc(Cl)c2)CC1 (stereo not given)
8) Cc1ccc(-c2cc(C(=O)O)n[nH]2)s1
entry no.	1	2	3	4	5	6	7	8
KB-3-1 tox	3%	-8%	12%	4%	8%	5%	3%	-2%
IL1B secr inh	-3	-20	11	.	13	13	0	4
ATXN viability	i	?	i	i	i	?	i	i
HT1080 IDH1KD tx	-4%	-18%	2%	.	-20%	12%	?	?
HT1080NT lethal	-1%	-4%	4%	.	-5%	7%	0%	24%
HepG2 viability	4%	1%	-1%	-10%	0%	9%	0%	12%
ATXN2 expr inh	9%	-17%	42%[activator]	-2%	1%	3%	-9%	-18%
SW480 rereplic	?	?	19%	.	8%	-4%	1%	4%
MCF10A rerep	-1%	3%	0%	.	14%	0%	-4%	0%

9) O=C(CSc1nnc(NC2CC2)s1)NN1C(=O)NC2(CCCCC2)C1=O
10) COc1ccccc1-n1c(-c2ccco2)n[nH]c1=S
11) COc1ccc(/C=C/C(=O)NCc2nc3ccccc3[nH]2)cc1OC
12) O=C(CCc1ccc(Oc2cc([N+](=O)[O-])cc([N+](=O)[O-])c2)cc1)N1CCCCC1
13) CSCCC(NC(=O)COc1ccccc1)C(=O)N1CCCCC1 (stereo not given)
14) COc1ccc(CCn2c3c(c(=O)[nH]c2=O)C(NC(=O)c2ccc(Cl)cc2)(C(F)(F)F)C(=O)N3)cc1OC (stereo not given)
15) CCCCOc1ccc(/C=C/C(=O)NC2=Nc3ccccc3NC(C)=C2C(=O)OCC)cc1OC
16) CCOc1ccc(NC(=O)c2cn(C)c(=O)c3cc(OC)c(OC)cc23)cc1
entry no.	9	10	11	12	13	14	15	16
KB-3-1 tox	15%	-9%	1%	-12%	0%	4%	-1%	7%
IL1B secr inh	11	40	8	-20	-4	.	16	.
ATXN viability	i	i	i	i	i	i	i	i
HT1080 IDH1KD tx	-1%	16%	6%	-22%	9%	.	-20%	.
HT1080NT lethal	5%[9.24 µM]	6%	-2%	-17%	0%	.	-24%	.
HepG2 viability	3%	-3%	7%	-15%	-19%	-8%	-5%	1%
ATXN2 expr inh	2%	13%	16%[11.3 µM]	-17%	5%	-3%	2%	13%
SW480 rereplic	-7%	-4%	-11%	1%	-2%	.	-2%	.
MCF10A rerep	-5%	-4%	4%	?	0%	.	?	.

Sorted by number of heavy atoms (rising): part of the list above
11) COc1ccc(/C=C/C(=O)NCc2nc3ccccc3[nH]2)cc1OC
9) O=C(CSc1nnc(NC2CC2)s1)NN1C(=O)NC2(CCCCC2)C1=O
16) CCOc1ccc(NC(=O)c2cn(C)c(=O)c3cc(OC)c(OC)cc23)cc1
12) O=C(CCc1ccc(Oc2cc([N+](=O)[O-])cc([N+](=O)[O-])c2)cc1)N1CCCCC1
14) COc1ccc(CCn2c3c(c(=O)[nH]c2=O)C(NC(=O)c2ccc(Cl)cc2)(C(F)(F)F)C(=O)N3)cc1OC (stereo not given)
entry no.	11	9	16	12	14
KB-3-1 tox	1%	15%	7%	-12%	4%
IL1B secr inh	8	11	.	-20	.
ATXN viability	i	i	i	i	i
HT1080 IDH1KD tx	6%	-1%	.	-22%	.
HT1080NT lethal	-2%	5%[9.24 µM]	.	-17%	.
HepG2 viability	7%	3%	1%	-15%	-8%
ATXN2 expr inh	16%[11.3 µM]	2%	13%	-17%	-3%
SW480 rereplic	-11%	-7%	.	1%	.
MCF10A rerep	4%	-5%	.	?	.

Continued:
Screens in order: KB-3-1 tox | IL1B secr inh | ATXN viability | HT1080 IDH1KD tx | HT1080NT lethal | HepG2 viability | ATXN2 expr inh | SW480 rereplic | MCF10A rerep
17) O=C(CNC(c1ccccc1)c1ccccc1)Nc1c(F)cccc1F
    ? | 6 | i | -23% | -14% | -21% | 4% | ? | 5%
18) CCCCCCCCCCn1cc(C(C)=O)c(=O)[nH]c1=O
    0% | 25 | i | 12% | 13% | -10% | -15% | -6% | 8%
19) NC(=S)N/N=C/c1c[nH]c2ccc(OCc3ccccc3)cc12
    -14% | -14 | . | -21% | -13% | -37% | . | 0% | 16%
20) CC(=O)N=c1sccn1CC(=O)c1ccc([N+](=O)[O-])cc1
    3% | 23 | i | 15% | 4% | -44% | 4% | 4% | -5%
21) CCCOc1ccccc1OCC(=O)Nc1cccc(S(=O)(=O)NC2=NCCC2)c1
    1% | -9 | i | -2% | -1% | -16% | -5% | 10% | 1%
22) CN(C)CCCN(C(=O)COc1ccccc1)c1nc2ccc(F)cc2s1
    9% | -8 | i | 18% | 4% | -2% | . | -3% | 0%
23) CCS(=O)(=O)c1ccc(-c2cccc(NC(=O)COc3ccc(Cl)cc3)c2)nn1
    1% | 16 | i | -24% | -18% | -2% | 0% | 10% | 6%
24) O=C1CCCC(=O)N1c1ccc(N2CCOCC2)c([N+](=O)[O-])c1
    10% | 42 | i | 26% | 24% | -14% | 1% | 5% | -5%
25) COc1ccc(CCNC(=O)CCCC(=O)n2nc(C)c3ccccc32)cc1OC
    4% | -10 | i | 1% | 19% | -2% | 2% | 0% | 1%
26) CC(C)(C)N(Cc1ccccc1)C(=O)COC(=O)C1CC1
    2% | -13 | i | -7% | -4% | -11% | -8% | 11% | 4%
27) COc1ccc(-c2cnc3c(NC(C)=O)cc(-c4ccc(C(=O)NC5CC5)cc4)cn23)cc1OC
    0% | 0 | ? | -21% | -27% | -19% | 0% | . | .
28) O=C(COc1ncnc2ccccc12)N1CCN(S(=O)(=O)c2ccc(Cl)cc2)CC1
    13% | -8 | i | 7% | -3% | 3% | 9% | -5% | 10%
29) COc1ccccc1N(C)S(=O)(=O)c1ccc(C(=O)Nc2ncc(C)s2)cc1
    . | -8 | i | -15% | 0% | 1% | -10% | 17% | -19%
30) COc1ccc(CCNC(=O)Cn2nnc(-c3cccc(C(F)(F)F)c3)n2)cc1OC
    17% | . | i | . | . | 1% | -4% | . | .
31) COc1cc(/C=C/C(=O)OCc2c(C)noc2C)ccc1OC(F)F
    1% | -5 | i | -4% | -24% | -32% | ? | -336%[1.84 µM] | -1%
32) CC(C)n1ncc2c(C(=O)N3CCN(Cc4ccc(Br)s4)CC3)cc(C3CC3)nc21
    ? | ? | i | 0% | -2% | -24% | ? | 143% | ?
33) Cc1nn(C)c(C)c1CN(C(=O)CCc1nnc(Cc2c[nH]c3ccccc23)o1)C(C)C
    2% | 19 | i | 0% | 6% | -2% | -3% | -1% | 1%
34) Cc1c(C)c2cc3c4c(oc3c(C)c2oc1=O)CCCC4
    4% | 18 | ? | 3% | 5% | 3% | 26% | -1% | -2%
35) C=CC[C@H](CC(=O)NCCO)C(=O)N[C@@H](C)COC(=O)[C@H](CC=C)CC(=O)OC(C)(C)C
    0% | -16 | i | -1% | -1% | -12% | -4% | ? | -3%
36) CCOC(=O)CN(C(=O)COC(=O)C1(c2ccccc2)CC1)c1ccc(F)cc1
    8% | 8 | i | 14% | -4% | 5% | 12% | ? | -1%
37) S=C(NCCc1c[nH]c2ccccc12)NC1CCCC1
    3% | 27 | i | 8% | 5% | 10% | 12% | -1% | -4%
38) O=c1c2ccccc2nc(-c2ccco2)n1CCc1ccc(O)cc1
    -5% | 1 | ? | -23% | -28% | -10% | . | 0% | ?
39) COc1ccccc1NC(=O)C(C)NS(=O)(=O)c1ccc(F)cc1 (stereo not given)
    6% | 0 | ? | 0% | 2% | 2% | -3% | 2% | -3%
40) O=c1c2ccccc2nc2c3ccccc3c3nncn3n12
    ? | -8 | i | -1% | 7% | -8% | 9% | 0% | 0%
41) Clc1ccc(-n2nnc(-c3cccnc3Cl)n2)cc1Cl
    -9% | -8 | i | -2% | -1% | 23% | 44%[activator] | -12% | ?
42) CCCCNc1c([N+](=O)[O-])ncn1C
    -5% | . | i | -3% | -1% | 16% | -15% | 56% | -7%
43) Cc1cc(Cl)c2oc(C(=O)N(CCO)Cc3ccccc3)c(C)c2c1
    0% | -17 | i | -12% | -5% | 1% | 54%[activator] | ? | 10%
44) CCOc1cc(Br)ccc1S(=O)(=O)NCc1ccccc1
    -28% | 8 | i | -1% | 1% | -4% | 2% | -13% | -1%
45) O=C(CSc1n[nH]c(-c2ccccc2)n1)Nc1ccc(Br)cn1
    -5% | 2 | i | -7% | -14% | -18% | ? | -5% | ?
46) Cc1cccc(NC(=O)CNC(=O)CN2C(=O)NC3(CCc4ccccc43)C2=O)c1C (stereo not given)
    2% | -6 | i | -1% | -2% | -91% | -8% | -1% | 1%
47) CC(=O)c1ccc(Oc2cnccn2)cc1
    11% | -12 | i | 14% | 15% | 11% | 10%[11.3 µM] | -1% | 1%
